High-throughput results as filed in PubChem BioAssay.
GLP1R ag: GLP-1 receptor (human) agonism. HEK293 GLP-1R CRE-luciferase, luminescence, 4-6 h; cells express a hypersensitive GLP-1R form. Potency, µM (titrated, usually from 45.6 µM), for inactives: at the top dose activation, hits mostly activators. 380,000 tested, 0.007% active. AID 624172; further: potency means the concentration at half of the fitted maximal effect; % of control where 0% means no effect
PI5P4Ka inh: inhibitors of human PI5P4K alpha. P48426. PI5P4Kalpha enzyme, ADP-Glo luminescence, 60 min; stronger effect = lower value. max response, %. 330,000 tested, 1.2% active; active means max response of -50% or lower; inconclusive means between -30% and -50%; inactive means -30% or higher; further: value at the top dose of about 77 µM; on the % scale 0 is the no-effect control and ±100 the full control effect
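Luminescence from ADP-Glo served as readout of PI5P4Kalpha activity in a qHTS format. Reaction: enzyme, substrate, compound, ATP at 5 microM final, 60 min at RT.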
PLK1 PBD inh: blocks phosphopeptide binding to human PLK1 polo-box domain | Potency, µM, without a hit: max response, negative = inhibition, most hits filed as inhibitors | Plk1 PBD binding of FITC phosphopeptide, fluorescence polarization | P53350 | 360,000 tested, 2.8% active; further: potency means the concentration at half of the fitted maximal effect; series mostly up to about 57 µM; on the % scale 0 is the no-effect control and ±100 the full control effect; nearly all actives have a fitted effect of over 65% in size
GLP1R inv ag: acts as inverse agonist at human GLP-1 receptor; P43220; HEK293 GLP-1R CRE-luciferase, luminescence, 24 h; GLP-1R form is constitutively active; Potency, µM (highest dose often 38.3 µM), for inactives: at the top dose activity change, negative = inhibition, most hits filed as inhibitors; 410,000 tested, 1.6% active; further: potency means the concentration at half of the fitted maximal effect; on the % scale 0 is the no-effect control and ±100 the full control effect; nearly all actives have a fitted effect of over 55% in size
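Seeding at 200 cells/uL, 12 h culture, 24 hr compound treatment, then luciferase reagent and a luminescence read; cells are HEK293 stably expressing a constitutively active GLP-1R plus cAMP-responsive luciferase.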
EPAC1 antag: antagonists of human EPAC1; Potency, µM (highest dose often 115 µM), inactives show at the top dose activity change, negative = inhibition, actives largely listed as inhibitors; 360,000 tested, 0.14% active; O95398; EPAC1 GEF assay, Rap1b-BODIPY-GDP exchange fluorescence; AID 720709;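 further: potency means the concentration at half of the fitted maximal effect; plate controls were vehicle for no effect and positive control for full effect; nearly all actives have a fitted effect of over 50% in size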
Target sequence (O95398 whole entry, looked up): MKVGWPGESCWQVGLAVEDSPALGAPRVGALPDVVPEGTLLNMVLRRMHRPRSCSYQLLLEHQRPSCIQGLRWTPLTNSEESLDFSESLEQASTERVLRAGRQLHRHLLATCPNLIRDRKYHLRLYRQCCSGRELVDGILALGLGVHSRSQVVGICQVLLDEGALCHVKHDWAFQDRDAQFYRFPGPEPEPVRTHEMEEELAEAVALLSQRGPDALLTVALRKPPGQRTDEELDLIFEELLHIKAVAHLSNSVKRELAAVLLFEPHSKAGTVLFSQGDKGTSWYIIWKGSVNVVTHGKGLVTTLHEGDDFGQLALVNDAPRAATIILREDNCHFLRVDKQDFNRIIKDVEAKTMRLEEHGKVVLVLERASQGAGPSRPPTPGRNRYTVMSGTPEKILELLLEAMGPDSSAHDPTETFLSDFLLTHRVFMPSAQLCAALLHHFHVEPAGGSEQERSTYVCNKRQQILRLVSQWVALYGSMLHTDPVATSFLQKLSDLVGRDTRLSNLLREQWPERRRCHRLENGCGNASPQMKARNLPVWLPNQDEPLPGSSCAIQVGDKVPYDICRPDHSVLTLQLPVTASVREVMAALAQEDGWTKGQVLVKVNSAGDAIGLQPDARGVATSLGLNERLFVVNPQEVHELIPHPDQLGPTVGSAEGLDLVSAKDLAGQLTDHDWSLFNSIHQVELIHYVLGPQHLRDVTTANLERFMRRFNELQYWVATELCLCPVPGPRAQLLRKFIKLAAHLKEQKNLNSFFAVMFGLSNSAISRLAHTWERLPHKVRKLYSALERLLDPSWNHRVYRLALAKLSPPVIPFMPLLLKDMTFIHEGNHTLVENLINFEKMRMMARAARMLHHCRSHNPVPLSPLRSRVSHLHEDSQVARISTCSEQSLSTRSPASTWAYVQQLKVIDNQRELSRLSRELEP
GLP1R cytotox: cytotoxicity in counter-screen for GLP-1R inverse agonists; 410,000 tested, 0.13% active; Potency, µM (highest dose often 38.3 µM), without a hit: top-dose activity change, negative = inhibition, most hits filed as inhibitors; HEK293 cAMP-luciferase reporter cells, luminescence, 24 h;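 further: loss of luciferase light is scored as toxicity; potency means the concentration at half of the fitted maximal effect; on the % scale 0 is the no-effect control and ±100 the full control effect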
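Step one: seed cells (200 cells/uL, DMEM with 10% Nu serum, 1% pen-strep). Step two: 12-hour incubation at 37 deg C. Step three: pin 23 nL compound, incubate 24 hr. Step four: add luciferase reagent, read luminescence 12 min later.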
EPAC1 agonist: agonists of human EPAC1; 360,000 tested, 0.073% active; EPAC1 agonist qHTS, biochemical assay; response scale: 100% = response to 6.5 mM cAMP; Potency, µM (highest dose often 154 µM), for the others: top-dose activation, most hits filed as activators; AID 720707; O95398; further: potency means the concentration at half of the fitted maximal effect; nearly all actives have a fitted effect of over 60% in size
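Fluorescent GDP-exchange assay: 100 nM EPAC1 with 250 nM Rap1B preloaded with BODIPY-GDP and 50 uM GDP; compounds tested as concentration series, 5 min at room temperature, then read every 5 min for 30 min (ex 480/em 540 nm); normalized to 6.5 mM cAMP.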
PTHR1 agonist: agonists of human PTHR1 parathyroid hormone receptor | Q03431 | HEK293 GP2 PTHR1 cells, GloSensor cAMP luminescence, 1 h | Potency, µM (titrated, usually from 115 µM), inactives show at the top dose activation, most hits filed as activators | 410,000 tested, 0.075% active; further: potency means the concentration at half of the fitted maximal effect; nearly all actives have a fitted effect of over 55% in size; some results filed as inactive show a strong effect at the top dose; inactives centre near -15; many of its hits are not listed in these tables
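HEK-293-derived GP2 cells expressing PTHR1 and a GloSensor cAMP reporter, 3,000/well, plated overnight, given luciferin plus IBMX (each 0.5 mM as added) for 1 h at 37 °C, then compound for 1 h at 37 °C. Luminescence was read after 15 min at room temperature.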
IL-2 act: activators of IL-2 | IL-2 activation reporter assay, cell-based qHTS; stimulated with anti-CD3/CD4/CD28 beads; in transgenic mouse T cells | activation, % (series mostly up to about 46 µM) | 360,000 tested, 0.065% active | AID 652025; in the data active means activation above about 50%; inconclusive means mostly about 30% to 49%; further: 0% is about no effect
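Screening format: compound pinned onto unstimulated transgenic mouse T cells, 60 min incubation, then anti-CD3/anti-CD4/anti-CD28 bead stimulation for 18 hours at 37 degrees C, followed by EGFP and DsRed detection.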
The depositor's hits bear a star; i = inactive; ? = inconclusive; . = no result given; [ ] = another dose, or the depositor's remark. Unless noted, the call rests on the fitted dose curve; in most records, active means well fitted curve in the direction sought with a large enough effect; inconclusive means small, poorly fitted or top-dose-only effect, or another doubt; inactive means no such curve, though single readings can be large; an effect the other way counts as inactive or inconclusive. An excerpt; count on the stated rates, not on these rows.

The first three records, to show the layout:
SMILES	GLP1R ag	PI5P4Ka inh	PLK1 PBD inh	GLP1R inv ag	EPAC1 antag	GLP1R cytotox	EPAC1 agonist	PTHR1 agonist	IL-2 act
CC1CCN(S(=O)(=O)c2cc(C(=O)N3CCN(c4ccccc4F)CC3)n(C)c2)CC1	0%	.	.	-23%	.	2%	.	-6%	.
Cc1cc(OCC(=O)Nc2ccncc2)ccc1[N+](=O)[O-]	1%	-10	-4%	-2%	-12%	7%	3%	-28%	-1.1
O=C(NC1CCCCCC1)C1c2ccccc2C(=O)N1Cc1cccs1 (stereo not given)	-6%	-13	-3%	0%	-3%	-5%	-9%	i	0.2

The listing, from the start:
SMILES	GLP1R ag	PI5P4Ka inh	PLK1 PBD inh	GLP1R inv ag	EPAC1 antag	GLP1R cytotox	EPAC1 agonist	PTHR1 agonist	IL-2 act
CC1CCN(S(=O)(=O)c2cc(C(=O)N3CCN(c4ccccc4F)CC3)n(C)c2)CC1	0%	.	.	-23%	.	2%	.	-6%	.
Cc1cc(OCC(=O)Nc2ccncc2)ccc1[N+](=O)[O-]	1%	-10	-4%	-2%	-12%	7%	3%	-28%	-1.1
O=C(NC1CCCCCC1)C1c2ccccc2C(=O)N1Cc1cccs1 (stereo not given)	-6%	-13	-3%	0%	-3%	-5%	-9%	i	0.2
O=C(Cn1nc(-c2ccccc2)c2ccccc2c1=O)Nc1ccc(O)cc1	0%	6	-4%	-1%	0%	-9%	12%	i	0.1
CCCCc1ccc(NC(=S)NCCCN2CCOCC2)cc1	-1%	-16	-26%	?	5%	-16%	-1%	-1%	-0.2
CCC(CC)=C(C#N)C(=O)NC1CCCCC1	0%	-5	0%	1%	-12%	5%	-10%	i	-0.6
CCOc1ccc(NC2=C(Cl)C(=O)N(C3CCCCC3)C2=O)cc1	12%	8	-11%	-16%	-6%	-1%	13%	-5%	-4.9
CN(CC(=O)Nc1ccccc1Br)C(=O)CN1CCN(Cc2ccc(Cl)cc2)CC1	14%	6	-5%	?	-1%	-2%	1%	-11%	2.4
Oc1cccc(-c2nnc(-c3cccc(O)c3)nn2)c1	-33%[inhibitor]	-27	3%	?	13%	-24%	-6%	-19%	-1.3
O=c1[nH]c(Nc2ccccc2)cc2cc(Br)ccc12	-4%	0	-16%	-54%	?	-1%	-5%	i	-0.2
Cc1ccc(-c2ccc3nnc(SCC(N)=O)n3n2)cc1	14%	2	-6%	1%	7%	-9%	-4%	i	7.2
COc1ccc(/C=N/N=C2/C(=O)Nc3ccccc32)cc1O	7%	7	24µM*	-3%	?	7%	2%	3%	0.4
CC(C)NS(=O)(=O)c1ccc(OCC(=O)N2CCN(c3ccccc3)CC2)cc1	0%	2	-1%	12%	-7%	-1%	-2%	-8%	-0.1
Cc1ccc([C@H]2N[C@]3(CCCN(Cc4cccn4C)C3=O)[C@H]3C(=O)N(C)C(=O)[C@@H]23)cc1	6%	-2	-10%	-8%	8%	4%	13%	-20%	2.7
COCC1=C(C(=O)OC)C(c2ccco2)n2ncnc2N1 (stereo not given)	7%	2	-11%	2%	-4%	10%	-3%	?	0.5
OCCC1CN(Cc2ccc(F)cc2)CCN1CCCc1ccccc1 (stereo not given)	-7%	4	1%	?	-1%	-2%	-1%	6%	0.8
Cc1ccccc1Nc1nc(N)nc(COC(=O)/C=C/c2ccco2)n1	17%	-19	-5%	41%[activator]	-18%	7%	-2%	i	-1.0
CCCn1nc2cc(C(=O)NCc3ccc(OC(F)(F)F)cc3)ccc2c1OCC	8%	-2	-13%	?	-26%	0%	-35%[inhibitor]	i	1.3
CC(C)c1ccc(S(=O)(=O)N(C)C2(C)CCS(=O)(=O)C2)cc1 (stereo not given)	3%	-3	9%	15%	2%	-12%	-8%	i	-1.3
CCN1CCCC1CNC(=O)Cn1cc(C)c(=O)[nH]c1=O (stereo not given)	-4%	7	-9%	4%	-14%	3%	3%	4%	1.6
Cc1ccc(C)c(NC(=O)Cn2nc(C)c3ccccc3c2=O)c1	13%	2	4%	0%	1%	2%	12%	-8%[57.5 µM]	-1.2
CCOc1ccc(NC(=O)CN(C)C(=O)c2cc(-c3ccco3)nc3ccccc23)cc1OCC	16%	1	-5%	?	-2%	?	-2%	-7%	-4.8
CCOC(=O)c1sc(SCc2ccccc2)c2c1CC(C)(C)CC2=O	6%	.	.	.	-8%	.	2%	-3%	-0.7
C=C(C)Cn1c(CCNC(=O)c2ccco2)nc2ccccc21	12%	-1	-19%	17%	-3%	-4%	-1%	-5%	-0.4
COc1cccc(NC(=O)c2cc([N+](=O)[O-])ccc2NCc2cccnc2)c1	2%	1	-1%	-8%	-7%	?	14%	-1%	-0.9
Cc1ccc(NC(=O)Cn2c(=O)ccc3cc(S(=O)(=O)N4CCC(C)CC4)ccc32)cc1C	0%	.	.	-13%	.	2%	.	i	.
O=S(=O)(NCCc1ccncc1)c1ccccc1	-1%	10	1%	13%	-2%	23%	-8%	i	-1.4
COc1ccc(C2=NN(S(C)(=O)=O)C(c3cccs3)C2)cc1 (stereo not given)	4%	6	-7%	7%	-13%	-6%	-2%	i	-2.1
Cc1ccc(-n2c(SCC(=O)N3c4ccccc4Sc4ccccc43)nnc2-c2ccncc2)cc1	0%	14	4%	18%	-2%	-1%	4%	i	0.6
O=C(CNS(=O)(=O)N1CCOCC1)N/N=C/c1cccnc1	4%	3	-18%	10%	-24%	5%	-5%	5%	-1.2
COc1ccc(-c2nc(CSCC(=O)NCc3ccc4c(c3)OCO4)c(C)o2)cc1OC	14%	6	1%	12%	-1%	-19%	-5%	-87%[inhibitor]	0.0
CCN(CC)S(=O)(=O)c1ccc(N2CCOCC2)c(NC(=O)CCOc2ccccc2)c1	13%	-2	-12%	-1%	-12%	9%	3%	-4%	-0.7
Cc1cccc(NC(=O)NNC(=O)c2ccc(C)c([N+](=O)[O-])c2)c1	0%	-2	-10%	0%	0%	-8%	6%	-14%	1.6
COc1ccc(C(C)=O)cc1CSCCC#N	?	-5	-13%	51%[activator]	-8%	73%[activator]	-2%	-4%	-2.1
COc1ccccc1NS(=O)(=O)c1ccc(N2CCOCC2)c(NC(=O)c2ccco2)c1	11%	12	-7%	46%[activator]	-5%	2%	9%	-18%	1.8
O=C1C=C(N(CCO)CCO)C2(CCCCC2)O1	1%	.	-2%	0%	6%	-3%	-1%	-7%[57.5 µM]	-1.7
CCOC(=O)N1CCC(NC2CCCCCCC2)CC1	-5%	.	4%	-4%	-4%	4%	2%	-42%[inhibitor][57.5 µM]	-0.1
COC(=O)c1c(NC(=O)CSc2nnnn2-c2ccccc2)sc2c1CCC(C)C2 (stereo not given)	-5%	.	-11%	22%	-1%	17%	15%	-37%[inhibitor]	-1.0
Cc1ccccc1N=C1SCCN1C(=O)CN1C(=O)NC2(CCCC2)C1=O	-16%	8	-4%	?	-3%	?	-8%	-16%	-4.0
C=CCn1c(-c2ccoc2)n[nH]c1=S	6%	4	-12%	-3%	?	-9%	-3%	-8%	-2.3
O/N=C(\c1ccc2c(c1)OCCO2)C1CCCCC1	1%	13	1%	?	-16%	-4%	-5%	-27%	3.6
COCC(C)n1c(C)cc(C(=O)CSc2nnnn2C2CCCC2)c1C (stereo not given)	18%	2	-17%	?	-2%	-3%	6%	-39%[inhibitor]	0.0
CCc1nnc(NC(=O)CCC(=O)Nc2ccc(Cl)cc2)s1	-2%	-3	-9%	9%	-25%	-8%	7%	i	2.8
COCCN(C(=O)COC(=O)C1CCC(C(C)(C)C)CC1)c1c(N)n(Cc2ccccc2)c(=O)[nH]c1=O (stereo not given)	11%	-5	2%	?	-3%	-27%	-31%[inhibitor]	-16%	-4.3
COc1ccc(C(CNC(=O)CCOc2ccccc2)N(C)C)cc1 (stereo not given)	17%	.	-7%	0%	9%	3%	6%	-30%	-3.8
COc1ccccc1N1CCN(C(=O)c2ccc(N3CCCCS3(=O)=O)cc2)CC1	0%	1	-8%	-8%	5%	-5%	3%	-15%	-3.7
O=c1cc(N2CCc3ccccc32)[nH]c(=O)n1-c1ccc(Cl)cc1	10%	-5	5%	4%	-3%	-24%	1%	i	-0.4
O=C(O)c1nn(CCOc2c(Cl)cccc2Cl)c(=O)c2ccccc12	?	-5	-3%	?	12%	-13%	-9%	-28%	-0.7
CCCCn1c(N)c(N(CCC(C)C)C(=O)COC(=O)c2ccccc2)c(=O)[nH]c1=O	2%	-5	0%	-11%	6%	-22%	-4%	-23%	2.4
COc1ccc(NC(=O)COc2ccc(C(=O)NC3CCCc4ccccc43)cc2OC)cc1 (stereo not given)	7%	0	1%	8%	-7%	5%	10%	i	-3.6
CCCc1cc(NCCCN(C)C)n2c(nc3ccccc32)c1C#N	7%	13	-8%	?	-3%	69%[activator]	6%	i	-0.8
O=C(NCCc1ccc(O)c(Br)c1)c1ccc(Br)o1	7%	4	-8%	5%	-1%	1%	1%	i	-0.4
Cc1ccc([N+](=O)[O-])cc1NC(=O)c1ccoc1C	16%	?	30µM*	19%	-2%	-6%	-3%	-7%	-0.1
CCCn1c(N/N=C\C=C\c2ccccc2)nc2c1c(=O)[nH]c(=O)n2C	13%	-7	0%	22%	-6%	5%	-16%	i	-3.3
CCOC(=O)C1(CCOc2ccccc2)CCN(CCCn2cccn2)CC1	8%	-10	-8%	?	-10%	-4%	-11%	-3%	-3.4
O=C1CCCC2=C1C(c1cn(-c3ccccc3)nc1-c1cccs1)c1c([nH]c(=O)[nH]c1=O)N2 (stereo not given)	-1%	.	24µM*	1%	-13%	-12%	2%	i	-0.4
CCCCCc1nc(-c2nonc2N)no1	-7%	-19	-9%	12%	0%	-9%	6%	i	0.1
